GC-A act: GC-A stimulated cGMP production enhancers – HEK293 GC-A cells, cGMP TR-FRET, EC30 ANP, primary screen; Atrial natriuretic peptide receptor 1 (Homo sapiens), P16066; 0% at EC30 ANP, 100% saturating ANP; activation, % at 10 µM; actives 0.14% (n = 370,000); AID 1671463, 2021; in the data active = activation above about 40%
proKLK7 act: proKLK7 zymogen activators, primary screen, biochemical, fluorescence intensity. purified proKLK7, EDANS-DABCYL substrate fluorescence; 100% is mature enzyme control, 0% vehicle. actives 0.9% (n = 370,000). activation, % at 7 µM;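 active = activation above the mean of all tested compounds plus 3 SD, computed per campaign excluding outliers beyond control limits, cut at about 13% in these data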
Target sequence (P49862 whole entry, looked up): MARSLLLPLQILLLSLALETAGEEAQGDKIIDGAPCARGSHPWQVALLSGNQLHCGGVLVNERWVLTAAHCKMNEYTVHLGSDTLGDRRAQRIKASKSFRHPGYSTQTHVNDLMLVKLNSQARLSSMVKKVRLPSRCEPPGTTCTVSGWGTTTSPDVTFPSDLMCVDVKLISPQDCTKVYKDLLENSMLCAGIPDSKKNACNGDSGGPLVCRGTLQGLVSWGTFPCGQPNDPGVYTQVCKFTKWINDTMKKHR
hcDAF-12 act: H. contortus DAF-12 nuclear receptor activators, primary screen, cell-based, luminescence, HEK293, lit1-tk-luc reporter; HEK293 hcDAF-12 lit1-tk-luc reporter; 0% DMSO, 100% Δ7-dafachronic acid; activation, % at 6.8 µM; actives 1.4% (n = 370,000);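 active = activation above the mean of all tested compounds plus 3 SD, cut at about 5.5% in these data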;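 note: 100% = response to 3 µM Δ7-dafachronic acid high control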
HGIII-sPLA2 inh: human group III sPLA2 inhibitors, primary screen, biochemical, QFRET, BODIPY PC-A2 liposome substrate; Group 3 secretory phospholipase A2 (Homo sapiens), Q9NZ20; QFRET BODIPY PC-A2 liposome hydrolysis, fluorescence; inhibition, % at 12.2 µM; actives 0.56% (n = 370,000); AID 743126, 2013;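 active = inhibition above mean plus 3 SD of compounds lying within the high and low control bounds, cut at about 19% in these data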;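 note: 0% = median of test compound wells and 100% = no enzyme DMSO wells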
Target sequence (Q9NZ20 whole entry, looked up): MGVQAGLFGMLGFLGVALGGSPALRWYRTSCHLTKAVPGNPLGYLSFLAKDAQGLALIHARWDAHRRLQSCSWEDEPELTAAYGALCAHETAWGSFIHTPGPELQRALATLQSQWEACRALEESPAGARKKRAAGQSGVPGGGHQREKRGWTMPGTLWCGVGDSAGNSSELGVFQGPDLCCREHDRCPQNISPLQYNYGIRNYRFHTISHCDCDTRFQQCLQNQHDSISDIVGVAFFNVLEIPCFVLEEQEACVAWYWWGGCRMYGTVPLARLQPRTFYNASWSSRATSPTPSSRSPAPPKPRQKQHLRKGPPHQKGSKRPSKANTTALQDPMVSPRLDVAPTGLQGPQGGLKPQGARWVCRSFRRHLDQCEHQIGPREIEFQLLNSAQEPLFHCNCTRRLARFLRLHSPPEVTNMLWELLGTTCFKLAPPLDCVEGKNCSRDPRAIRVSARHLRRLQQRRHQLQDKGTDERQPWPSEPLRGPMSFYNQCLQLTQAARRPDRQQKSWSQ
SMARCA2 activ: SMARCA2 (BRM) function activators, primary screen, cell-based, luminescence, high throughput; MG213 cells, MMTV-luciferase reporter, dexamethasone, overnight; activation, % at 9.1 µM; actives 1% (n = 370,000); in the data active = activation above about 7.8%;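 note: 0% = vehicle wells and 100% = reference activator wells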
DAX1 inh-1: DAX1 (NR0B1) inhibitors on StAR promoter, primary screen, cell-based, luminescence, SF-1 (NR5A1), full-length DAX-1; HEK293T StAR-luciferase reporter, SF-1/DAX-1 repression relief; inhibition, % at 6.8 µM; actives 1.1% (n = 370,000); AID 652010, 2013;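 active = inhibition above the mean over all tested compounds plus 3 SD, cut at about 3.6% in these data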;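 note: 0% = DAX-1 cells with DMSO and 100% = cells lacking DAX-1 with DMSO; higher inhibition means more luminescence from relief of DAX-1 repression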
hgDAF12 agonist: H. glycines DAF-12 receptor agonists, primary screen, cell-based, luminescence, HEK293, GAL4 fusion, UAS-luciferase | Nuclear hormone receptor DAF-12 (Heterodera glycines), GAL4 fusion | HEK293 GAL4-hgDAF12 UAS-luciferase reporter, agonist luminescence; normalized to butyrate control | activation, % at 6.8 µM | actives 1.8% (n = 370,000) | AID 687014, 2013;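 active = activation above a cutoff set at the mean of all screened compounds plus 3 SD, cut at about 10% in these data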;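 note: 0% = DMSO wells and 100% = sodium butyrate wells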
GC-B act: human GC-B receptor activators, primary screen, HEK293 GC-B cells, cGMP TR-FRET, EC30 CNP | Atrial natriuretic peptide receptor 2 (Homo sapiens), P20594 | 0% at EC30 CNP, 100% saturating CNP | activation, % at 10 µM | actives 0.11% (n = 370,000) | AID 1920062, 2024;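 active = activation at 10 µM reaching about 35% in either raw or pattern-adjusted values, limit read from the data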
FXN GAA850 act: FXN promoter activators, primary screen, cell-based, luciferase luminescence, HEK293 lucGAA850. activation, % at 6 µM. actives 0.56% (n = 360,000). HEK293 lucGAA850 FXN promoter luciferase reporter, 24 h; percent of 10 µM SAHA response. AID 540364, 2011;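 active = activation above the average of all compounds screened plus 3 SD, cutoff fixed separately per campaign, cut at about 7.5% in these data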;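 note: 0% = DMSO wells and 100% = 10 µM SAHA wells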
ssDAF12 agonist: S. stercoralis DAF-12 nuclear receptor activators, primary screen, cell-based, luminescence, HEK293, GRIP1 co-expression, lit1-tk-luc; actives 1% (n = 370,000); Nuclear hormone receptor DAF-12 (Strongyloides stercoralis); HEK293 ssDAF-12/GRIP1 lit1-tk-luc reporter; % of 3 µM dafachronic acid response; activation, % at 6.8 µM;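 active = activation above the mean over all tested compounds plus 3 SD, cut at about 0.9% in these data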;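 note: 0% = DMSO-only wells and 100% = 3 µM delta7-dafachronic acid wells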
DAX1 inh-2: DAX1 (NR0B1) inhibitors, primary screen, cell-based, HEK293, Gal4-DAX1, luciferase luminescence. AID 504766, 2011. inhibition, % at 6.75 µM. actives 0.99% (n = 340,000). HEK293 Gal4-DAX1 luciferase reporter. Nuclear receptor subfamily 0 group B member 1 (Homo sapiens), P51843;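 active = inhibition above the mean over all tested compounds plus 3 SD, cut at about 4.2% in these data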;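 note: 0% = DAX1-transfected cells with DMSO and 100% = empty-vector control cells with DMSO; inhibition shows as a rise in luminescence from relieved DAX1 repression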
Target sequence (P51843 207-470 limits assumed): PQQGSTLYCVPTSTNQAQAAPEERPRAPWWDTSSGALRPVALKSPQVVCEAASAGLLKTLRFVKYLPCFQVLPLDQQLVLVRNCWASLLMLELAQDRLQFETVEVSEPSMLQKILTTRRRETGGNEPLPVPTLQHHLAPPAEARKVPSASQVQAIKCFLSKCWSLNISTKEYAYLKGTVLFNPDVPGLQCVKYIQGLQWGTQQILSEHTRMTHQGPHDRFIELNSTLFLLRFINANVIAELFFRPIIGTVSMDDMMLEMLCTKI
* hit, by the source's call; · = not tested or not shown. This is a random part of the collection. About 6.7% of those tested had a hit in this group.

SMILES	GC-A act	proKLK7 act	hcDAF-12 act	HGIII-sPLA2 inh	SMARCA2 activ	DAX1 inh-1	hgDAF12 agonist	GC-B act	FXN GAA850 act	ssDAF12 agonist	DAX1 inh-2
O=C(Nc1ccc(-c2cscn2)cc1)C1CCCN(Cc2ccccc2)C1 (stereo unspecified)	2	0.6	-2.8	-13	0	2.2	3.6	3	-6.9	-1.3	-0.3
COc1ccccc1-n1c(CNC(=O)c2ccccc2)nnc1SCC(=O)Nc1nnc(C)s1	-2	0.5	3.7	6	-1	0.2	-3.5	1	-2.0	-0.9	1.1
CCCCCCn1c(Br)nc2c1c(=O)n(C)c(=O)n2C	-1	0.6	0.8	-1	-4	-0.3	-1.3	0	-0.3	1.0*	-0.1
O=C1CCCN1CCCNC(=S)Nc1ccccc1Cl	0	-0.1	-1.1	3	-3	0.0	0.4	3	-0.6	-1.8	1.5
COc1ccc(CNCC(O)(c2ccccc2)c2ccccc2)cc1	-57	0.3	-1.1	-11	-3	0.3	-0.9	-9	-3.2	-2.1	-1.3
O=C(NC1CCC(NC(=O)C(F)(F)C(F)F)CC1)C(F)(F)C(F)F (stereo unspecified)	3	0.3	1.7	1	-2	0.4	0.9	0	2.1	0.8	0.7
CCOc1cc(CNS(=O)(=O)c2ccc3c(c2)CC(=O)N3C)cc(OCC)c1OCC	-6	-0.4	-0.7	-32	0	-0.4	0.6	4	1.1	-0.8	-0.1
CCC(CO)Oc1cc(NCc2cccc(C)c2)c2ncn(C(C)C)c2c1 (stereo unspecified)	-1	0.6	-1.6	2	-1	-0.7	-2.4	3	-1.9	-1.7	0.9
Cc1cc(NC(=O)Nc2ccc(Cl)c(Cl)c2)n(-c2ccccc2)n1	-4	1.2	-0.1	-1	-3	0.3	0.8	-8	0.2	-1.8	4.8*
Cc1cccc(C)c1NC(=O)CSCCO	2	-0.5	0.9	14	-3	-0.6	-1.4	5	0.9	-1.5	-0.2
COc1ccccc1NS(=O)(=O)c1ccc(C(=O)NCC(c2ccc(F)cc2)N2CCOCC2)cc1 (stereo unspecified)	-1	-0.4	-0.4	-7	0	0.8	2.0	0	1.5	-0.9	-0.2
CN1C(=O)/C(=C/c2ccc(C(F)(F)F)cc2)Sc2ccc(C(=O)N3CCN(c4ccccn4)CC3)cc21	1	-9.8	-3.0	-3	-4	-5.1	-2.6	8	-0.2	-1.4	-0.9
CC(=O)N(CCc1cccc(C)c1)Cc1cc2cc(C)ccc2[nH]c1=O	-4	0.2	-2.4	2	-1	-0.2	2.9	0	-1.1	-1.6	-0.3
COc1cc(-c2cnc3c(NC=O)cc(-c4cccnc4)cn23)cc(OC)c1OC	1	1.1	-2.8	3	6	-3.4	2.6	-1	0.3	-1.4	·
CCC(CC)NC(=O)COC(=O)c1cc(Br)ccc1Cl	-2	0.1	-1.1	8	-1	0.0	-4.4	-1	-3.3	-1.3	2.6
O=CNc1c(Br)cc2c(c1Br)Cc1cc(Br)ccc1-2	3	-0.1	1.9	-4	-2	1.4	-0.9	-6	-0.9	-0.2	0.2
O=C(C1CCN(S(=O)(=O)c2cccs2)CC1)N1CCCCCC1	2	-0.2	-0.6	3	3	-0.4	2.6	0	-0.6	-1.9	-0.3
COc1ccc(C(=O)N2CCCCC2C(=O)Nc2ccc(-n3nc(C)cc3C)cc2)o1 (stereo unspecified)	1	-0.1	-3.2	-13	0	-0.7	-3.3	2	0.8	-1.8	-0.4
COc1cc(NS(=O)(=O)c2ccc(NC(=O)CN3C(=O)c4ccccc4C3=O)cc2)ncn1	-3	-0.3	0.6	-9	1	-0.2	-0.4	3	0.6	-0.8	-0.2
O=C(Nc1ccc(Br)cn1)c1cccc2c1-c1ccccc1C2=O	-2	-0.3	2.1	3	-2	1.0	0.4	-4	0.1	-1.7	0.2
CCCc1cc(=O)n2[nH]c(CCc3ccccc3)nc2n1	-1	-0.8	-1.0	0	0	-0.3	1.1	-3	1.6	-1.0	1.5
CN(C)CC(O)COC(c1ccc(Cl)cc1)c1ccc(Cl)cc1 (stereo unspecified)	-53	0.1	0.6	-18	2	-0.3	1.1	-16	1.7	-1.0	4.3*
CCOc1cc(/C=N/Nc2ncc(C)c(=O)[nH]2)ccc1O	-7	-0.1	4.8	1	-1	0.3	0.6	-10	0.1	-0.9	1.1
Brc1ccc(-c2csc(N/N=C/c3ccco3)n2)cc1	17	-1.2	-2.6	1	1	0.2	2.8	3	5.7	-0.7	1.7
CCOC(=O)C1C(=O)C=C(c2cccs2)CC1c1ccccc1 (stereo unspecified)	-10	-0.1	-1.9	3	-3	-1.0	0.2	-6	-1.3	-1.2	0.1
O=C(NCc1ccc(F)cc1)C1CCN(S(=O)(=O)c2ccc(N3CCCC3=O)cc2)CC1	2	-1.5	-1.4	-4	-2	-1.7	-2.7	2	-0.6	-1.1	0.2
Cc1ccc(SCC(=O)Nc2cccc(NC(=O)c3ccco3)c2)cc1	-1	-0.7	-2.2	-14	1	-0.3	-0.6	0	-0.2	-1.1	1.0
O=c1[nH]c(=O)n(CCO)c2nnn(Cc3ccccc3)c12	2	0.4	1.5	12	-4	0.2	0.5	0	0.2	-1.0	0.0
COc1ccccc1/C=C/CN1CCN(c2ccccc2)CC1	1	0.0	-0.8	-3	1	0.0	-1.1	-4	0.8	-1.6	-0.9
Cc1ccc2[nH]c(=O)c3cc(C(=O)N(CCCOC(C)C)Cc4ccco4)sc3c2c1	12	-4.8	3.1	-2	-4	-1.0	0.0	14	-3.9	-1.1	-0.8
CN(C)S(=O)(=O)c1cccc(COC(=O)CNC(=O)c2ccc(Br)o2)c1	0	0.5	-0.1	4	0	-0.7	1.7	-6	-1.0	-0.8	0.1
Cc1ccc(S(=O)(=O)c2ccc([N+](=O)[O-])cn2)cc1	9	0.4	-1.9	3	-10	-1.9	0.5	4	5.8	-1.1	-3.1
CCN(CC)C(=O)C1CCN(Cc2ccc(Br)cc2)CC1	-3	0.0	-0.5	1	6	-1.0	1.6	3	-0.3	-1.0	0.9
Cc1cc(OCc2nc(-c3cccs3)no2)cc(C)c1Cl	2	-0.5	-0.6	-2	0	0.9	2.9	-8	1.5	-0.6	1.4
CCC(CO)Oc1cc(NC(=O)c2ccccc2)c2ncn(C(C)C)c2c1 (stereo unspecified)	-1	-0.4	-1.4	1	-1	0.0	0.2	-4	-2.2	-1.3	-0.5
Nc1cc([N+](=O)[O-])ccc1Nc1ccccc1	2	-0.5	-2.0	7	1	-1.2	-1.3	-9	4.0	-1.2	0.4
O=C(C1=C(O)C(=O)N(Cc2ccccc2)C1c1ccco1)c1ccco1 (stereo unspecified)	2	0.0	-2.2	-6	-1	0.2	3.2	1	-1.0	-0.8	-0.7
CCCCN1CCCCC1(C)C(=O)NCc1ccc2c(c1)OCO2 (stereo unspecified)	1	0.1	-0.9	-4	0	1.8	0.2	-2	-0.6	-1.4	·
COc1ccc(N2CC(C(=O)N3CCN(Cc4ccc5c(c4)OCO5)CC3)CC2=O)cc1 (stereo unspecified)	-2	0.1	-0.3	-2	-2	-0.4	0.7	-4	2.2	-1.0	-0.1
O=C(COc1ccccc1)N=C1SC2CS(=O)(=O)CC2N1c1ccccc1 (stereo unspecified)	4	0.5	0.9	-1	-2	-0.2	1.4	2	2.6	-1.4	0.3
CCOc1ccc2[nH]c(C)c(CN3CCCCC3)c(=O)c2c1	1	0.6	-2.1	0	-3	0.3	2.6	5	3.9	-1.6	2.2
COc1cc(OC)c(C2C(C(=O)Nc3ccccc3)=C(C)Nc3ncnn32)cc1OC (stereo unspecified)	-1	0.3	0.0	11	-1	-0.2	-3.0	-6	0.9	-0.8	2.2
COc1ccccc1NC(=O)Nc1ccccc1C(N)=O	-1	0.8	0.7	0	0	-0.4	0.3	-1	0.6	-0.4	0.2
NC(=O)COc1ccccc1C(=O)NC12CC3CC(CC(C3)C1)C2	4	0.0	-0.6	3	2	-0.6	-0.9	3	1.4	-0.7	-0.5
C=C(C)C1CC=C(C)/C(=N\NC(=O)CNc2cccc3ccccc23)C1 (stereo unspecified)	-2	25*	2.0	-5	2	-0.1	-1.2	-7	0.2	-0.6	0.1
Cn1cc(CCC(=O)NCc2cccc(Cl)c2)c2ccccc21	2	-0.1	0.5	5	-2	-0.5	0.3	-9	1.5	-1.4	-0.4
CCOC(=O)c1ccc2[nH]cc(C(C)=O)c(=O)c2c1	4	-15	-0.3	-5	2	0.6	0.9	-2	-1.6	-1.4	0.9
CN(C)[C@H]1N(C(=O)c2ccc(Br)cc2)N=C2c3ccccc3S(=O)(=O)N21	3	0.1	-1.5	-6	-1	-0.7	-1.8	1	0.5	-1.8	0.6
CNC(=O)c1sc(Nc2ccc(OCc3ccccc3)cc2)nc1C	-4	0.5	-3.7	-8	-5	-1.1	-1.9	-3	-0.7	-1.6	-1.3
COc1ccc(NC(=O)Cn2nnc(C(N)=O)c2N)c(OC)c1	-4	-0.5	-1.5	11	-2	-0.3	1.3	4	-1.7	-0.9	0.0
CCOC(=O)c1[nH]c2ccc(Br)cc2c1NC(=O)CCN1CCCC(C)(C)C1	-17	0.1	3.3	-14	-1	0.1	0.7	-6	0.1	-0.5	0.2
COc1ccc(S(=O)(=O)N2CCOCC2)cc1NC(=O)CSc1ncccn1	2	-0.9	-0.1	2	-1	0.1	1.7	0	0.7	-0.8	2.0

Three of the compounds above, as comma-separated lines:
structure,GC-A act,proKLK7 act,hcDAF-12 act,HGIII-sPLA2 inh,SMARCA2 activ,DAX1 inh-1,hgDAF12 agonist,GC-B act,FXN GAA850 act,ssDAF12 agonist,DAX1 inh-2
COc1ccc(S(=O)(=O)N2CCOCC2)cc1NC(=O)CSc1ncccn1,2,-0.9,-0.1,2,-1,0.1,1.7,0,0.7,-0.8,2.0
CCOC(=O)c1ccc2[nH]cc(C(C)=O)c(=O)c2c1,4,-15,-0.3,-5,2,0.6,0.9,-2,-1.6,-1.4,0.9
CN(C)[C@H]1N(C(=O)c2ccc(Br)cc2)N=C2c3ccccc3S(=O)(=O)N21,3,0.1,-1.5,-6,-1,-0.7,-1.8,1,0.5,-1.8,0.6

Assay outcomes deposited in PubChem by several laboratories.
